From PubChem
inhibitors of VEEV: inhibitors of VEEV TC-83 cytopathic effect, confirmation, Vero cells (AID 588727) | 0.13% of 350,000 active | inhibition, % at 20 µM, or IC50 in µM where a hit was titrated | Vero cells, VEEV TC-83 cytopathic effect inhibition; higher % means a stronger effect; in the data active means a potency from the dose series; inconclusive means inhibition mostly from about 14% at the one dose, without a potency; inactive means the rest, 99 in 100 with inhibition below about 12%; further: strong numbers were not always called active
M. tuberculosis: growth inhibition of non-replicating M. tuberculosis (AID 488890); Mycobacterium tuberculosis non-replicating, growth inhibition; higher % means a stronger effect; one-dose inhibition, % at 25 µM; IC50 in µM for titrated hits; 0.39% of 320,000 active; in the data active means a potency from the dose series; inconclusive means inhibition mostly from about 82% at the one dose, without a potency; inactive means the rest, 99 in 100 with inhibition below about 76%;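 further: plate controls were DMSO cells for no effect and high antibiotic wells for full effect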
influenza NS1A: NS1A inhibition, H1N1 influenza, cell based functional assay (AID 504329). 0.3% of 340,000 active. inhibition, % at 12.5 µM; hits with a dose series show IC50 in µM. NS1A functional cell-based assay, percent inhibition; higher % means a stronger effect; in the data active means a potency from the dose series; inconclusive means inhibition above about 27% without an active follow-up result; further: strong numbers were not always called active
PhoP GFP inhibition: Inhibition of PhoP regulon, Salmonella typhi GFP reporter cells, confirmation, 4 h (AID 1850); 0.33% of 310,000 active; inhibition, % at 50 µM, or IC50 in µM where a hit was titrated; Salmonella Typhi PhoP-promoter GFP reporter, fluorescence, 4 h; higher % means a stronger effect; in the data active means a potency from the dose series; inconclusive means inhibition mostly from about 25% at the one dose, without a potency; inactive means the rest, 99 in 100 with inhibition below about 19%;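 further: 0% = induced wells with vehicle and 100% = uninduced wells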
H37Rv inhibition: M. tuberculosis growth inhibition, HTS (AID 449762). M. tuberculosis H37Rv growth inhibition, 7H9 media; higher % means a stronger effect. one-dose inhibition, % at 25 µM; IC50 in µM for titrated hits. 0.59% of 330,000 active; in the data active means a potency from the dose series; inconclusive means inhibition above about 70% without an active follow-up result;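 further: bacterial growth assessed after seven days of incubation; strong numbers were not always called active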
inhibitors of VEEV 10K pilot screen: recorded beside inhibitors of VEEV, whose call it bears; inhibition, %; measured here: 10K pilot screen inhibition
The depositor's hits bear a star; i = inactive; ? = inconclusive; . = not tested or not shown.

The opening 21 entries, to show the layout:
SMILES	inhibitors of VEEV	M. tuberculosis	influenza NS1A	PhoP GFP inhibition	H37Rv inhibition	others
Cc1c(NC(=O)NCCN2C(=O)C3C4C=CC(C4)C3C2=O)c(=O)n(-c2ccccc2)n1C (centres undefined)	0.1%	-2%	6%	-7%	-9%
COC(=O)CC1SC(=O)NC1=Nc1ccccc1 (centres undefined)	0.6%	4%	-2%	-6%	0%
CN(C)CCN(C(=O)c1ccc(N2C(=O)CCC2=O)cc1)c1nc2cc3c(cc2s1)OCCO3	.	-2%	.	6%	7%
O=C(CNC(=O)c1ccc(Cl)cc1Cl)OCC(=O)N1CCCC1	2.9%	-18%	-7%	.	-10%
Cc1cc(C)c(NC(=O)CNC(=O)CSc2nnc(N)s2)c(C)c1	0.2%	10%	-4%	-3%	1%
CCOc1ccc(NC(=O)CN(C)C(=O)C2CSC3(C)CCC(=O)N23)cc1OCC (centres undefined)	0.6%	1%	-5%	.	-4%
Cc1ncnc(N)c1CCCNc1ccccc1	1.0%	.	0%	.	.
Cc1cc2cc(C)c(NCCNC(=O)c3cccc(F)c3)nc2cc1C	i	60%	2%	-6%	63%
Cc1ccc2nc(SCC(=O)O)nc(C)c2c1	0.2%	4%	-10%	-5%	3%
O=C(C[C@H]1C/C=C\C[C@H](Cc2ccc(F)cc2)C(=O)OCCNC1=O)NCCO	0.2%	-18%	-6%	.	-5%
Cc1cc(C)n(-c2nc(NCCCN(C)C)c3c4c(sc3n2)CCCC4)n1	6.5%	76%	.	-4%	9%
CNc1ccccc1C(=O)OCC(=O)N1CCN(c2ccc(OC)cc2)CC1	1.1%	13%	4%	-3%	16%
C#CCOCCOCCOCCNc1nc(N2CCN(C(=O)[C@H](CCCCN)n3cc(CCCC)nn3)CC2)nc(N2CCN(C(=O)[C@H](CCCCN)n3cc(CCC(=O)O)nn3)CC2)n1	0.2%	-6%	-3%	-1%	-1%
CCN(CC(=O)Nc1ccc(NC(C)=O)cc1)C(=O)c1ccc(C(=O)c2ccccc2)cc1	1.6%	10%	4%	.	-1%
O=S(=O)(Cc1ccccc1)N1CCN(c2ncccn2)CC1	1.5%	-11%	6%	11%	-6%
COc1ccc(N/C=C\C(=O)c2ccc3c(c2)OCO3)cc1	1.2%	23%	-2%	-5%	?
O=C(c1cc(-c2ccccc2)nc2ccccc12)N1CCOCC1	i	-16%	-2%	-17%	2%
O=C(O)C(Cc1cccs1)c1cccs1 (centres undefined)	7.9%	.	10%	.	.
COc1ccc(-c2[nH]ncc2CNC(C)Cc2cccc(C)n2)cc1F (centres undefined)	4.4%	18%	-15%	1%	9%
O=S(=O)(c1ccc(Cl)cc1)N1CCN(c2ccc(N3CCOCC3)nn2)CC1	3.6%	-4%	0%	0%	-1%	inhibitors of VEEV 10K pilot screen=1.5
CC(C)(C)OC(=O)N/N=C/c1cn(-c2ccccc2)nc1-c1cccnc1	3.7%	-2%	-1%	8%	9%

Results, from the first entry:
SMILES	inhibitors of VEEV	M. tuberculosis	influenza NS1A	PhoP GFP inhibition	H37Rv inhibition	others
Cc1c(NC(=O)NCCN2C(=O)C3C4C=CC(C4)C3C2=O)c(=O)n(-c2ccccc2)n1C (centres undefined)	0.1%	-2%	6%	-7%	-9%
COC(=O)CC1SC(=O)NC1=Nc1ccccc1 (centres undefined)	0.6%	4%	-2%	-6%	0%
CN(C)CCN(C(=O)c1ccc(N2C(=O)CCC2=O)cc1)c1nc2cc3c(cc2s1)OCCO3	.	-2%	.	6%	7%
O=C(CNC(=O)c1ccc(Cl)cc1Cl)OCC(=O)N1CCCC1	2.9%	-18%	-7%	.	-10%
Cc1cc(C)c(NC(=O)CNC(=O)CSc2nnc(N)s2)c(C)c1	0.2%	10%	-4%	-3%	1%
CCOc1ccc(NC(=O)CN(C)C(=O)C2CSC3(C)CCC(=O)N23)cc1OCC (centres undefined)	0.6%	1%	-5%	.	-4%
Cc1ncnc(N)c1CCCNc1ccccc1	1.0%	.	0%	.	.
Cc1cc2cc(C)c(NCCNC(=O)c3cccc(F)c3)nc2cc1C	i	60%	2%	-6%	63%
Cc1ccc2nc(SCC(=O)O)nc(C)c2c1	0.2%	4%	-10%	-5%	3%
O=C(C[C@H]1C/C=C\C[C@H](Cc2ccc(F)cc2)C(=O)OCCNC1=O)NCCO	0.2%	-18%	-6%	.	-5%
Cc1cc(C)n(-c2nc(NCCCN(C)C)c3c4c(sc3n2)CCCC4)n1	6.5%	76%	.	-4%	9%
CNc1ccccc1C(=O)OCC(=O)N1CCN(c2ccc(OC)cc2)CC1	1.1%	13%	4%	-3%	16%
C#CCOCCOCCOCCNc1nc(N2CCN(C(=O)[C@H](CCCCN)n3cc(CCCC)nn3)CC2)nc(N2CCN(C(=O)[C@H](CCCCN)n3cc(CCC(=O)O)nn3)CC2)n1	0.2%	-6%	-3%	-1%	-1%
CCN(CC(=O)Nc1ccc(NC(C)=O)cc1)C(=O)c1ccc(C(=O)c2ccccc2)cc1	1.6%	10%	4%	.	-1%
O=S(=O)(Cc1ccccc1)N1CCN(c2ncccn2)CC1	1.5%	-11%	6%	11%	-6%
COc1ccc(N/C=C\C(=O)c2ccc3c(c2)OCO3)cc1	1.2%	23%	-2%	-5%	?
O=C(c1cc(-c2ccccc2)nc2ccccc12)N1CCOCC1	i	-16%	-2%	-17%	2%
O=C(O)C(Cc1cccs1)c1cccs1 (centres undefined)	7.9%	.	10%	.	.
COc1ccc(-c2[nH]ncc2CNC(C)Cc2cccc(C)n2)cc1F (centres undefined)	4.4%	18%	-15%	1%	9%
O=S(=O)(c1ccc(Cl)cc1)N1CCN(c2ccc(N3CCOCC3)nn2)CC1	3.6%	-4%	0%	0%	-1%	inhibitors of VEEV 10K pilot screen=1.5
CC(C)(C)OC(=O)N/N=C/c1cn(-c2ccccc2)nc1-c1cccnc1	3.7%	-2%	-1%	8%	9%
COc1ccc(S(=O)(=O)NCC(c2ccc3c(c2)OCO3)N2CCN(C)CC2)cc1OC (centres undefined)	1.8%	10%	6%	3%	-1%
CC(=O)Nc1ccc(C(=O)OCCCOC(=O)c2ccc(NC(C)=O)cc2)cc1	4.6%	14%	15%	2%	3%
O=c1[nH]cnc2c1ncn2C1OCC(O)C(O)C1O (centres undefined)	i	.	4%	.	.
CCCCNC(=O)c1ccccc1NC(=O)c1ccc2c(c1)OCO2	1.3%	61%	-2%	-7%	5%	inhibitors of VEEV 10K pilot screen=1.2
CCCCn1c(=O)c(C(=O)Nc2ccccc2Cl)c(O)c2ccccc21	2.9%	-23%	2%	-5%	9%
O=C(CSc1nc2ccccc2o1)NCc1ccc2c(c1)OCO2	9.8%	-6%	0%	-1%	-7%
N/C(=N\OC(=O)c1ccc(Br)o1)c1cccnc1	1.1%	24%	-1%	5%	4%
Cc1ccn2cc(-c3cccc(NS(C)(=O)=O)c3)nc2c1	6.4%	9%	2%	0%	12%
CCCCN(C)C(=O)CCC(=O)NNc1nc2ccccc2c2nc(C)nn12	i	-4%	3%	-8%	-8%
CSc1nc2ccc(NC(=O)c3nn(C(C)C)c(=O)c4ccccc34)cc2s1	2.1%	33%	2%	-5%	10%
C/C(=N/NC(=O)c1ccco1)c1cccnc1	0.2%	76%	6%	-6%	2%
CNC(=O)/C(C#N)=C/c1c(N2CCN(c3ccc(OC)cc3)CC2)nc2c(C)cccn2c1=O	11%	2%	-1%	-12%	4%
CCCNc1c(NS(=O)(=O)c2ccc3c(c2)CCCC3)c(=O)oc2ccccc12	0.6%	-3%	-2%	2%	13%
COc1cccc(SCc2noc(C(=O)NCCC(C)C)c2C(=O)NCCC(C)C)c1	2.1%	1%	-3%	-1%	6%
Cc1cc(C(=O)COC(=O)CCC(=O)c2ccc3c(c2)OCCO3)c(C)n1Cc1ccco1	i	2%	3%	1%	-18%
c1csc(-c2noc(COc3ccc4c(c3)CCCC4)n2)c1	i	51%	-7%	5%	-1%
S=C(N/N=C/c1ccc(Br)cc1)N1CCCCC1	0.2%	?	-1%	-3%	11%
COc1ccc(NC(=O)CSc2ncnc3[nH]ncc23)cc1	4.0%	41%	0%	15%	-1%
Cc1ccc2oc(=O)c3cnn(CC(=O)NC4CCCCC4C)c3c2c1 (centres undefined)	0.8%	.	-15%	3%	-4%
COc1ccc(CN2CCC(N3CCC(C(=O)N4CCOCC4)CC3)CC2)c(F)c1	0.5%	6%	-1%	3%	-3%
Fc1ccc(N2CCN(Cc3cc4c(cc3Br)OCO4)CC2)cc1	1.3%	44%	-1%	-3%	9%
CC(c1ccc2c(c1)OCO2)n1c(=S)[nH]c2ccccc2c1=O (centres undefined)	3.3%	-1%	-1%	.	4%
Cc1ccccc1Cn1c(=O)n(CC2CCC(C(=O)NCCc3ccccc3)CC2)c(=O)c2ccccc21 (centres undefined)	0.7%	9%	-3%	1%	-7%
Cc1ccc(/C=C2/Sc3ccc(C(=O)N4CCN(C)CC4)cc3NC2=O)cc1	?	78%	3%	-2%	45%
CC(=O)c1cccc(NC(=O)c2cc(-c3ccc(C)cc3)on2)c1	1.9%	20%	4%	2%	10%
Cc1cccc(NC(=S)NCCc2ccc(Cl)cc2)c1C	i	?	0%	-10%	6%
CCCNC(=O)c1cc(-c2ccc(OC)cc2)n(CCCOC)c1C	i	35%	16%	6%	3%
Cc1ccc(-n2nc3c(=O)n(CCCC(=O)NCc4ccco4)nc(C)c3c2C)cc1	0.7%	24%	-3%	-10%	-1%
CC[C@@H]1Cc2cc(O)ccc2C2=C1c1ccc(O)cc1C[C@H]2CC	5.7%	13%	1%	-20%	?
Cc1ccc(S(=O)(=O)N2CC3CCC2C3)cc1 (centres undefined)	0.8%	-5%	1%	-4%	2%
CCC(=O)NC(c1ccc(C)cc1)c1ccc2cccnc2c1O (centres undefined)	9.2%	-6%	5%	4%	3%
CCOC(=O)C1(CC2CCCCO2)CCN(S(=O)(=O)c2cccc(F)c2)CC1 (centres undefined)	0.0%	-8%	-5%	-7%	2%
COc1cc(CNc2nnnn2C)cc(OC)c1OC	0.9%	-4%	-11%	0%	-3%
Cc1cc(C(F)(F)Cl)n2ncc(-c3ccccn3)c2n1	1.4%	-4%	-10%	-7%	-3%
Cc1cnc(C(=O)NCCc2ccc(C(F)(F)F)cc2)cn1	0.9%	62%	-11%	3%	-2%
COc1ccc(-n2c(SCC(N)=O)nc3sc4c(c3c2=O)CCC4)cc1	i	-9%	4%	-17%	3%
COCC(=O)N1CCC(n2nccc2NC(=O)c2ccccc2OC)CC1	0.9%	5%	5%	5%	-2%
Cc1cc(=O)oc2c(C)c(OC(C)C(=O)NCCN3CCOCC3)ccc12 (centres undefined)	1.4%	-1%	-4%	13%	4%
CSCCC(NC(=O)c1ccccc1Cl)C(=O)NCc1ccncc1 (centres undefined)	3.0%	3%	-14%	.	0%
Going on with the list.
SMILES	inhibitors of VEEV	M. tuberculosis	influenza NS1A	PhoP GFP inhibition	H37Rv inhibition	others
Nc1c(C(=O)NCCN2CCOCC2)c2nc3ccccc3nc2n1Cc1ccccc1	2.2%	32%	-40%	-7%	58%
O=C(c1ccc(S(=O)(=O)Cc2cc(F)ccc2F)c([N+](=O)[O-])c1)N1CCCC1	9.7%	?	5%	5%	-1%
CC1CN(C(=O)c2ccc(COc3ccc4ccccc4c3)o2)CC(C)O1 (centres undefined)	3.0%	39%	-7%	8%	5%
O=C(NC(NC1CCS(=O)(=O)C1)C(=O)c1cccs1)c1ccccc1 (centres undefined)	.	-9%	.	-9%	2%
COc1ccc(NS(=O)(=O)c2cc(NC(=O)c3cnccn3)ccc2OC)cc1Br	10%	-13%	9%	7%	-2%
c1coc(CNc2c3c(nc4ncnn24)CCC3)c1	1.4%	0%	-1%	0%	-9%
O=C(Nc1nc(-c2ccc(F)cc2)cs1)c1cnccn1	1.9%	?	29%	11%	.
CCOC(=O)/C(C#N)=C(\N)C(C)C(=O)Nc1ccccn1 (centres undefined)	1.7%	-11%	1%	2%	0%
